# Assay outcomes as filed in PubChem.
# Keap1-Nrf2 PPI: Keap1-Nrf2 (human) interaction inhibition; Q14145; Keap1 Kelch-Nrf2 peptide fluorescence polarization, 1536-well; inhibition, % at 9.4 µM; hit rate 0.15% among 340,000; AID 504523; in the data active = inhibition above about 12%;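 also: human Keap1 Kelch domain with fluorescein labeled Nrf2 9mer peptide probe; 0% = neutral control wells and 100% = peptide positive control; higher means more block of Keap1 binding to Nrf2 peptide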
# LANA DNA inh: KSHV C-LANA DNA binding inhibition | MBP-C-LANA/FAM-LBS DNA binding, fluorescence polarization | inhibition, % at 9 µM | AID 504423 | hit rate 0.078% among 340,000;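 active = highest replicate inhibition at or above 60% at 9 µM, even if other replicates fall short; inactive = all replicates below 60% inhibition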;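 also: 0% = neutral control wells and 100% = 4 µM acridine orange control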
# HTR5A inv ag: inverse agonist of human HTR5A in OPRM1-OPRD1 counter-screen. inhibition, % at 9.3 µM. hit rate 0.083% among 340,000. HTR5A cell line, luminescence, inverse agonism; in the data active = inhibition mostly above about 23%, no sharp cut-off; inactive = mostly below about 18%;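 also: 0% = cells with DMSO and 100% = no-cell wells with DMSO; some compounds called inactive have numbers as strong as hits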
# OPRM1-OPRD1 inv: inverse agonist of human OPRM1-OPRD1 heterodimerization; P35372+P41143; hit rate 0.21% among 340,000; AID 504357; cell-based MOR-DOR heterodimer luminescence, inverse agonism; inhibition, % at 9.3 µM; in the data active = inhibition above about 22%, passing the limit was not always enough;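 also: 0% = cells with DMSO and 100% = wells without cells with DMSO; values of inactives mirror those of a sister screen read the other way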
# Target sequence (P35372 whole entry, looked up): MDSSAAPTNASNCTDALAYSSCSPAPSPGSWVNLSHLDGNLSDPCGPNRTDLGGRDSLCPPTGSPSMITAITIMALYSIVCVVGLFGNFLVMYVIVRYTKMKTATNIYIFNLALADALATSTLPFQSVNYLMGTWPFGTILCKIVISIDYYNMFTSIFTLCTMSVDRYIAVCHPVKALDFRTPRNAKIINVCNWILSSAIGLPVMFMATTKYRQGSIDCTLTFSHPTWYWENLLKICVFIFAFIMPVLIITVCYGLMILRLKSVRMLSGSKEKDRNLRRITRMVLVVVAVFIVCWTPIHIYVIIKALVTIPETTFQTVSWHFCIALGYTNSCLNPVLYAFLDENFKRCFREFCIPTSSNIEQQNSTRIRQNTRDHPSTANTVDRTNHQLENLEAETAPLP
# Target sequence (P41143 whole entry, looked up): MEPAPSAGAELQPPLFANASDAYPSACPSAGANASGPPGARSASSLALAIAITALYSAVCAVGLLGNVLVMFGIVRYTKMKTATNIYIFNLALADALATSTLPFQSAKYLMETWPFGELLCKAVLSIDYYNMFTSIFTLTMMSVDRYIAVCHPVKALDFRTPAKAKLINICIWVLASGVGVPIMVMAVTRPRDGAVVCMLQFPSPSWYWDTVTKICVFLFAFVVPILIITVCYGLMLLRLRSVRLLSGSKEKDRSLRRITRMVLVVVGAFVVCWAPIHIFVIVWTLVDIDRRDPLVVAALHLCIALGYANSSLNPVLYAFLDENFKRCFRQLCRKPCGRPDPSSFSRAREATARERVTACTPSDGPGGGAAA
# RTF Ca sens act: cardiac RTF calcium sensitization; P19429+P45379; IANBD-labeled TnC RTF fluorescence at EC20 calcium; 0% EC20 calcium, 100% full calcium; activation, % at 7.2 µM; hit rate 0.24% among 340,000; AID 493008;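 active = activation above the mean over all tested compounds plus 3 SD, cut at about 30% in these data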;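 also: rise in fluorescence read as greater calcium sensitivity of cardiac thin filaments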
# CAL PDZ FP: CAL PDZ (human) peptide binding inhibition | Q9HD26 | purified CAL PDZ, TMR-peptide fluorescence polarization, 1 h | inhibition, % at 24.9 µM | hit rate 0.92% among 300,000 | AID 602252;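 active = mean inhibition of at least 30% with at least half of replicates also reaching 30%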;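 also: 0% = DMSO neutral control and 100% = excess unlabeled competitor peptide PRC23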
# MOR-DOR ag: OPRM1-OPRD1 heterodimerization agonism | P35372+P41143 | cells, luminescence | activation, % at 9.3 µM | hit rate 0.3% among 340,000; in the data active = activation above about 18%;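 also: 0% = vehicle-treated cells and 100% = reference agonist; values of inactives mirror those of a sister screen read the other way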
# HTR5A ag: counter-screen for OPRM1-OPRD1 agonists: human HTR5A agonism. HTR5A agonist assay, luminescence, cell-based. activation, % at 9.3 µM. AID 504692. hit rate 0.61% among 340,000. P47898; in the data active = activation mostly above about 9.5%, no sharp cut-off; inactive = mostly below about 7.6%;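 also: 0% = cells with vehicle only and 100% = reference agonist; strong numbers were not always called active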
# Cardiac RTF inh: cardiac RTF calcium desensitization. IANBD-labeled cardiac RTF, Ca2+ fluorescence. inhibition, % at 7.15 µM. hit rate 0.12% among 340,000. AID 493244;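 active = inhibition above the mean inhibition of all tested compounds plus 3 SD, cut at about 17% in these data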;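 also: assay run at fixed EC70 calcium of 1.6 mM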
# V-ATPase pHluor: yeast V-ATPase proton transport regulation by pHLuorin; S. cerevisiae, pHLuorin cytosolic pH fluorescence; hit rate 0.37% among 350,000; AID 504577; response, % at 10 µM; in the data active = response mostly above about 7.3%, no sharp cut-off; inactive = mostly below about 5.4%; also: actives read high; inactives centre near 0; some compounds called inactive have numbers as strong as hits; reference of the scale not given here
# Starred values were filed as active, the others as inactive; . = no result given.
SMILES,Keap1-Nrf2 PPI,LANA DNA inh,HTR5A inv ag,OPRM1-OPRD1 inv,RTF Ca sens act,CAL PDZ FP,MOR-DOR ag,HTR5A ag,Cardiac RTF inh,V-ATPase pHluor
COc1ccc(/C=N/N2CCOCC2)cc1Cn1cc([N+](=O)[O-])cn1,0,-0.3,11,6,-6,-6,-1.3,-1,-5,2
CC(=O)Cn1nnc(-c2ccc(C(F)(F)F)cc2)n1,-4,0.9,-17,16,-1,-2,-3.1,6,-6,2
Cc1nc(SCCOc2ccc(F)cc2)c2ccccc2n1,-2,-0.9,0,-18,1,2,2.5,0,10,1
CN1CCN(S(=O)(=O)c2ccc3c(c2)NC(=O)C2CCCN32)CC1 (configuration not stated),-9,0.8,-4,1,9,2,-0.2,-1,-9,-1
Cc1ccc(C(=O)OC2CCCN(C)C2)cc1 (configuration not stated),-4,-0.1,-10,2,-4,0,-0.3,4,-6,2
CC1C(=O)CC(c2ccccc2)NC1c1ccccc1 (configuration not stated),1,1.5,-29,24,-2,-3,-5.2,2,-3,-1
CCc1cccc(CC)c1NC(=O)CN1CCN(c2ccccc2)CC1,4,-0.6,-8,-3,2,1,0.5,8,-19,2
CC(=O)N1CCC[C@H]1C(=O)O,-1,-0.4,9,3,1,-4,-0.6,-4,-4,-3
CN(C(=O)c1ccncc1)c1ccccc1,4,3.3,-1,11,2,0,-2.1,0,-4,0
COc1ccccc1N1CCN(/N=C/C=C\c2ccccc2[N+](=O)[O-])CC1,6,-1.7,-1,10,5,-7,-2.2,0,-6,1
CCOC(=O)C1(CCOc2ccccc2)CCN(Cc2ccc(F)c(OC)c2)CC1,1,1.1,-20,-15,0,-5,3.3,5,-10,-1
Cc1cc(C)n(C2CCCCC2OC(=O)CCc2ccccc2)n1 (configuration not stated),-6,0.6,-18,7,18,.,-1.4,4,-4,1
COC(=O)c1ccc(NC(=O)c2ccccc2N(C)S(=O)(=O)c2ccccc2)cc1,-1,-2.1,-20,4,-6,-6,-0.9,-1,0,1
OCCN(Cc1ccccc1)c1ncnc2sccc12,0,-0.2,-13,10,-2,-6,-1.5,1,-7,-1
O=C(CSc1ccc(Br)c2cccc(Cl)c12)Nc1ccc(S(=O)(=O)Nc2nccs2)cc1,-2,3.7,-4,2,-1,6,-0.5,1,-16,-2
CC(=O)N1CCC2(CC1)CC(=O)c1cc(Cl)ccc1O2,3,-1.2,-18,13,1,-3,-2.2,7,0,0
O=C(O)COc1ccccc1/C=N/NC(=O)c1cc(-c2ccc(Cl)cc2)nc2ccccc12,-1,-0.8,1,14,-2,-3,-2.6,-5,-1,-3
O=C(NNS(=O)(=O)c1ccc(F)cc1)c1ccc([N+](=O)[O-])cc1Cl,-1,1.9,-3,-3,8,.,0.5,10,-8,-3
N#C/C(=C/c1ccc(F)cc1)c1nnc(NC(=O)c2ccccc2)s1,3,0.1,11,15,2,-1,-2.9,-2,-2,-3
N/C(=N\OC(=O)c1ccc(Cl)cc1)c1[nH]ncc1Br,3,-0.7,-21,-43,0,.,8.3,1,-5,4
CCOC(=O)N1CCN(C(=O)c2ccc(OC(C)=O)cc2)CC1,-3,1.8,2,10,1,-3,-2.0,-13,10,2
O=C(COc1cccc(NC(=O)c2cccc([N+](=O)[O-])c2)c1)c1ccc(F)cc1,-1,-0.9,5,-8,4,-6,1.4,3,1,1
CC(OC(=O)c1ccc(-n2cnnn2)cc1)C(=O)NCc1ccccc1 (configuration not stated),4,0.5,7,-7,-2,2,1.4,-3,-2,-3
Cc1ccc(CNS(=O)(=O)c2ccc([N+](=O)[O-])cc2)cc1,-2,-0.1,-30,-6,5,-4,1.2,11,-6,2
Cc1ccc(/C=N/NC(=O)Cc2ccc(Cl)cc2)s1,0,-2.2,-27,2,0,-2,-0.4,11,1,3
COc1cccc(CNC(=O)CCC2CCCN(C(=O)c3csc(C(C)C)n3)C2)c1 (configuration not stated),6,1.6,-36,13,-3,.,-2.5,5,-1,0
CCOC(=O)C1CCCN(C(=O)c2cn(-c3ccccc3)nc2-c2cccnc2)C1 (configuration not stated),-7,1.6,6,1,9,.,-0.1,2,-5,16
Cc1ccc(CS(=O)(=O)c2nsc(C)c2C#N)cc1,-6,-1.8,14,7,1,-4,-0.9,1,-15,1
O=C(O)C1CC=CCC1C(=O)Nc1cccnc1 (configuration not stated),-7,-1.5,-9,5,-1,0,-1.1,-12,5,0
Cc1ccc(S(=O)(=O)N(C)CC(=O)OCC(=O)NCCc2ccc(S(N)(=O)=O)cc2)cc1,-5,-2.0,16,9,-2,-1,-1.9,-4,-15,1
Cn1c(C(=O)NCc2cccnc2)cc2sccc21,-6,1.5,-23,14,-3,16,-2.8,1,-2,-1
COc1ccc(-c2cc(C(F)(F)F)n3nc(C(=O)Nc4cc(C)on4)cc3n2)cc1OC,1,0.0,9,6,-1,.,-1.4,6,-12,10
COc1ccc(Cl)cc1C(=O)NNC(=O)CNC(=O)c1ccc(C)s1,-7,-0.8,20,6,-3,54*,-1.2,-5,5,-4
COC(=O)c1cc(CNC(=O)CCCSc2ccccc2)ccc1OC,-2,1.1,0,-3,0,.,0.4,-2,-2,0
CCc1n[nH]c(=S)n1/N=C/c1c(C)nn(-c2ccccc2)c1Cl,-3,0.7,33,2,-5,-7,-0.5,3,-6,-2
Cc1c(NC(=O)C2CC(c3cccc(Br)c3)=NO2)c(=O)n(-c2ccccc2)n1C (configuration not stated),-2,0.2,-1,-1,1,-3,0.1,0,-14,0
O=C(NNC(=O)c1ccc([N+](=O)[O-])cc1)c1ccncc1,-1,-0.2,10,5,-5,-3,-1.1,0,1,-7
Cc1nc(S(=O)(=O)Cc2ccccc2)nc2c1CCC2,0,2.0,-20,6,-5,3,-1.3,0,-2,0
NC(=O)N=Nc1c(O)[nH]c2ccc([N+](=O)[O-])cc12,0,1.1,11,6,4,-7,-1.1,-4,-4,-1
COc1cc2cc(CCOC(=O)c3ccc(F)cc3)oc(=O)c2cc1OC,-7,-2.8,12,9,3,-4,-1.6,-5,-13,6
Cc1nc2ccccc2c2nc(NC(=O)C(F)(F)F)nn12,-3,-10,-5,7,4,2,-1.6,2,-11,2
CSCCC(NS(=O)(=O)c1ccc(Cl)cc1)C(=O)O (configuration not stated),-4,0.9,-13,-7,12,.,1.4,5,16,5
Cc1cccc(NC(=S)NC(=O)c2ccco2)n1,-4,0.9,-14,22*,-3,-3,-3.2,-3,5,1
CC(NS(=O)(=O)c1ccc(N)cc1)C1CC2CCC1C2 (configuration not stated),0,1.0,10,-9,7,.,1.1,4,-27,-1
COc1cc(C)c(C(=O)Oc2cc(C)c(C(=O)O)c(O)c2C)c(O)c1C,-5,2.2,-14,6,-3,-6,-1.2,6,6,-1
O=C(C1CC(=O)N(c2ccccc2)C1)N1CCN(c2ccccc2F)CC1 (configuration not stated),-1,-0.4,-12,4,-3,3,-0.8,-1,-3,4
CCCCC(NC(=O)c1ccc(C#N)cc1)C(=O)NCCC (configuration not stated),-3,0.1,-19,6,0,-1,-1.0,6,-2,-8
COc1cc(OC)c(C(=O)O/N=C(\N)c2ccc(C)cc2)cc1OC,-2,1.3,-4,-4,1,-4,0.8,1,-2,-1
CCOc1ccc(N/N=C(/C#N)C(N)=O)cc1,-8,-8.8,-18,13,2,-3,-2.3,-6,4,5
CCC(=O)c1ccc(OCCn2cncn2)cc1,0,0.4,-1,-1,1,4,0.2,-2,-8,0
CC1(C)CC(C(CC(=O)O)c2ccccc2)CCO1 (configuration not stated),-1,1.6,-1,-11,2,-3,1.8,0,2,1
CCc1ccc(OCCNC(=O)c2cc(SC)ccc2Cl)cc1,1,0.0,-14,3,0,-3,-0.6,6,-6,3
O=C(Nc1ccc(NC(=O)c2cccc([N+](=O)[O-])c2)cc1)c1cccc([N+](=O)[O-])c1,8,1.0,4,-4,-1,6,0.8,-1,5,-3
CCC(=O)NC(=S)NNC(=O)c1ccccc1[N+](=O)[O-],6,-0.4,8,10,-6,.,-2.0,0,-11,3
COc1cccc(NC(=O)CN2C(=O)NC(Cc3c[nH]c4ccccc34)C2=O)c1 (configuration not stated),0,4.1,12,11,-7,-1,-2.2,-3,6,1
CN(CC(=O)Nc1c(Cl)cccc1Cl)C(=O)c1ccncc1,1,2.3,3,18,4,-5,-3.1,-1,-10,-3
N/C(=N\OC(=O)CCC1CCCC1)c1ccc([N+](=O)[O-])cc1,2,-0.4,-2,11,-3,-1,-2.2,1,0,1
Oc1ccc(N2CCN(C(=S)NCc3ccccc3)CC2)cc1,-1,-1.6,.,.,.,1,.,.,.,4
CCOc1ccc2nc(N3CCCCCC3)sc2c1,1,-1.5,1,-22,2,.,3.9,0,-4,-2
COc1ccc(NC(=O)Cn2nnc(C(=O)NCc3cccs3)c2N)c(OC)c1,-2,4.7,-31,8,0,0,-1.6,3,2,-4

# Carrying on:
SMILES,Keap1-Nrf2 PPI,LANA DNA inh,HTR5A inv ag,OPRM1-OPRD1 inv,RTF Ca sens act,CAL PDZ FP,MOR-DOR ag,HTR5A ag,Cardiac RTF inh,V-ATPase pHluor
Cc1cc(Br)ccc1NC(=O)CN(C)C(=O)c1cc(S(=O)(=O)N(C)C)ccc1N1CCCC1,0,1.2,-7,15,1,-7,-2.1,2,4,0
O=C(c1cccs1)N1CCN(c2ncc(Br)cn2)CC1,3,-0.6,14,12,-2,3,-2.3,-4,-10,0
C/C(=C\C(=O)OCC(=O)NCc1ccccc1)C(=O)OCC(=O)NCc1ccccc1,-3,0.5,7,1,9,-5,-0.2,-3,-2,0
CCOC(=O)N1CCN(c2ncnc3nc[nH]c23)CC1,-1,0.1,6,3,2,.,-0.5,-2,-4,1
CCOC(=O)C1CCCN(Cc2c(F)cccc2Cl)C1 (configuration not stated),-2,0.2,-29,7,-2,0,-1.3,4,2,0
CCOc1ccccc1NC(=O)NCCC1=CCCCC1,0,-0.6,6,-19,4,-2,2.7,-2,8,-3
O=C1NC(=O)/C(=C/c2ccccc2OCc2ccccc2)S1,1,10,-10,14,-6,-16,-3.0,4,-8,0
O=[N+]([O-])c1ccc(N2N=C(c3ccco3)CC2c2ccccc2)cc1 (configuration not stated),0,1.8,-15,24,13,-4,-4.8,6,-14,0
O=S(=O)(c1ccccc1)c1cnc(-c2cccnc2)nc1-c1ccc(Cl)cc1Cl,-7,1.4,5,-12,1,-5,2.4,-2,-1,1
Cc1[nH]c(C)c(S(=O)(=O)NCCc2ccccc2)c1C(=O)N1CCCC1,1,2.7,5,16,-2,16,-3.0,-1,-2,4

# Shown as labelled records: entries from further up.
CCc1ccc(OCCNC(=O)c2cc(SC)ccc2Cl)cc1
  Keap1-Nrf2 PPI: 1
  LANA DNA inh: 0.0
  HTR5A inv ag: -14
  OPRM1-OPRD1 inv: 3
  RTF Ca sens act: 0
  CAL PDZ FP: -3
  MOR-DOR ag: -0.6
  HTR5A ag: 6
  Cardiac RTF inh: -6
  V-ATPase pHluor: 3

N/C(=N\OC(=O)c1ccc(Cl)cc1)c1[nH]ncc1Br
  Keap1-Nrf2 PPI: 3
  LANA DNA inh: -0.7
  HTR5A inv ag: -21
  OPRM1-OPRD1 inv: -43
  RTF Ca sens act: 0
  CAL PDZ FP: .
  MOR-DOR ag: 8.3
  HTR5A ag: 1
  Cardiac RTF inh: -5
  V-ATPase pHluor: 4
